# Assay outcomes deposited in PubChem by School of Medicine, Indiana University.
# FECH inh = inhibitors of human ferrochelatase, primary screen, biochemical, purified FECH, Ni-mesoporphyrin absorbance | Ferrochelatase, mitochondrial (Homo sapiens), P22830 | Ni-mesoporphyrin absorbance 550 nm | 20,000 tested, 3.3% active | calls only at 10 µM (by protocol);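 active = enzyme reaction rate more than 3 SD below the solvent-only control wells on the same plate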;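 also: lower slope than DMSO wells means FECH inhibition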
# Target sequence (P22830 whole entry, looked up): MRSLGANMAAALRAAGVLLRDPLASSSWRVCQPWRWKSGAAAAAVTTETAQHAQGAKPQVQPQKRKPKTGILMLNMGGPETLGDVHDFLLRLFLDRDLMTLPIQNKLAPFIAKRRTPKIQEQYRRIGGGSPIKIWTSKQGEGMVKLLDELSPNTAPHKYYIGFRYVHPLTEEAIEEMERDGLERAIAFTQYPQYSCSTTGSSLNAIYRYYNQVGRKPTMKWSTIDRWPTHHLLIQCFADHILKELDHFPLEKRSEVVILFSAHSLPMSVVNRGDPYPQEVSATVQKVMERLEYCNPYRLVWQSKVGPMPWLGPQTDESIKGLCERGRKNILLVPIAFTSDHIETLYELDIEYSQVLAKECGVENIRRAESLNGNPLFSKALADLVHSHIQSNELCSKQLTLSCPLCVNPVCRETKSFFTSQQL
# Calls only; i = inactive; + = active, no number.
SMILES | FECH inh
Cc1nn(C)cc1-c1ccnc(N(C)Cc2ccsc2)n1 | i
CCCCC(=O)Nc1cc(C)nn1-c1ncnc2c1cnn2-c1ccc(F)cc1 | i
COCCn1c(CCCC(=O)NCCN(C)C)nc2cccnc21 | i
CCOc1ccc(C(=O)Nc2cccc(OCc3cc(=O)n4cc(Cl)ccc4n3)c2)cc1 | i
CCn1c(=O)n(CC(=O)c2c(C)n(C)c3ccccc23)c(=O)c2cnc(-c3ccc(Cl)cc3)nc21 | i
Cc1cccc(C)c1NCc1nc2nc3c(c(=O)n2[nH]1)CCC3 | +
COc1cc(C(C)=O)ccc1OCc1cc(C(=O)NCC(F)(F)F)no1 | i
Cc1ccnc(NCCn2cnc(-c3ccccc3)c2-c2ncc[nH]2)c1 | i
CCC(C(=O)Nc1nccs1)N1C[C@H]2C[C@H](O)[C@H](O)C[C@H]2C1 (stereo not given in full) | i
Cc1ccc(CNS(=O)(=O)c2cc(-c3ccc(=O)[nH]n3)ccc2Cl)cc1 | i
O=C(c1cc(C2CC2)[nH]n1)N1CCCC1c1nccs1 (stereo not given) | i
Cc1ccc2[nH]nc(C(=O)N3CCC4(CC3)NCCNC4=O)c2c1 | i
O=C(Cc1ccc(F)cc1)N1CCN(S(=O)(=O)c2cc3c4c(c2)CCN4C(=O)CC3)CC1 | i
COc1ccc(CN2CCC=C(C3CCCCN3C(C)=O)C2)cc1 (stereo not given) | i
Cc1nccn1CCCC(=O)N1CCc2c(nc(N(C)C)[nH]c2=O)C1 | i
COc1ccc(Br)cc1-c1nc(Cn2c(=O)c3cnc(C)nc3n(C)c2=O)c(C)o1 | i
Cc1ccc(Cn2c(CNS(=O)(=O)c3ccc(C(C)(C)C)cc3)nc3cccnc32)cc1 | i
O=C(NCCc1c[nH]c(=O)[nH]c1=O)c1scc2c1CCCC2 | i
COC(=O)c1ccccc1NC(=O)CSCc1nc(-c2ccccc2)no1 | i
O=C(NC1CCCC1)c1nc[nH]c1C(=O)NC1CC1 | i
CC(C)CCNC(=O)C1CCCN1c1nnc(N2CCCCC2=O)s1 (stereo not given) | i
COc1ccc(-c2noc(Cn3ccc4cccnc43)n2)cc1 | i
CCOC(=O)c1cc2ccsc2n1CC(=O)Nc1cc(OC)cc(OC)c1 | i
O=C(CN1C(=O)C2CCCN2C(=O)c2ccccc21)N1CCN(c2ccc(F)cc2)CC1 (stereo not given) | i
Cc1ccc(NC(=O)CN2C(=O)CN(C)C(=O)c3ccccc32)c(C)c1 | i
Cc1ccnc(N2CCC(C(=O)NCCc3ccc(S(N)(=O)=O)cc3)CC2)n1 | i
COCCn1c(CNC(=O)c2ccccc2C)nc2cccnc21 | i
O=C(Cc1c[nH]c2ccccc12)NCCn1c(CCc2ccccc2)nc2cccnc21 | i
O=C(Nc1ccc(F)cc1)C(=O)N1CC[C@H]2CC[C@@H](C1)N2 | i
CC(=O)N1CCn2nc(C(=O)N(Cc3ccc4[nH]ccc4c3)C3CC3)cc2C1 | i
CNC(=O)c1c(NC(=O)C(C)n2cncn2)sc2c1CCCC2 (stereo not given) | i
CCCn1cc(CNC(=O)c2ccc(Cl)cn2)cn1 | i
Cc1nc(SCc2nc(-c3ccc(OC(C)C)cc3)oc2C)[nH]c(=O)c1Cc1ccccc1 | i
COc1ccc(CN(C)C(=O)Nc2nc(C)n(C)n2)c2cccnc12 | i
CCC1CN(C(=O)c2ccc3[nH]c(=O)[nH]c3c2)CCC(=O)N1Cc1ccccc1 (stereo not given) | i
Cc1ccc(OCC(=O)Nc2cccc(OCc3cc(=O)n4cc(Cl)ccc4n3)c2)cc1C | i
CCOc1ccc(-c2nc(SCC(=O)NCCC(C)C)n3[nH]c(=O)cc3n2)cc1 | i
Cc1nc(C(C)C)cc(N2CCCC(OCc3ccccn3)C2)n1 (stereo not given) | i
O=S(=O)(NCc1nc2cccnc2n1C1CCCC1)c1cccc(Cl)c1 | i
COCc1nnc(NC(=O)CN2CCN(C(=O)C3CCCO3)CC2)s1 (stereo not given) | i
Cc1nn2cc(CNC(=O)CCc3n[nH]c4c3CCCC4)nc2s1 | i
Cc1ccsc1[C@@H]1CCN(C(=O)CCc2n[nH]c(C)c2C)C[C@H]1O | i
COc1ccc(-c2cc(=O)[nH]c(SCc3nc(-c4ccccc4)oc3C)n2)cc1 | i
O=C(NCCCN1CCCC1=O)c1nc(N2CCCC2)c2oc3ccccc3c2n1 | i
CC(C)(C)c1cn(C2CCN(C(=O)c3ccc4nccnc4c3)CC2)nn1 | i
Cc1cccc2cc(CO)c(N3CCC(CO)(Cc4ccccc4)CC3)nc12 | i
COc1ccc(Nc2cc(C)nc(Nc3ccc(NC(=O)c4cccc(C(F)(F)F)c4)cc3)n2)cc1 | i
COc1cc2c(cc1C1CC(=O)Nc3cc4[nH]ncc4cc31)OCCCO2 (stereo not given) | i
COc1cccc(F)c1-c1cc(C(=O)N2CCCC2)ccn1 | i
O=C(c1cc(Cn2ccc3ccccc32)[nH]n1)N1Cc2ccccc2C1 | i

# (more compounds)
SMILES | FECH inh
COc1ccc(Nc2nc(N3CCC(Cc4ccccc4)CC3)nc3c2cnn3-c2ccccc2)cc1 | i
Cc1ccc(CNc2cccc(C(=O)N(C)CCC3CCOCC3)c2)cc1 | i
COC(=O)c1cc2n(n1)CCCN(Cc1c[nH]c3c(C)cccc13)C2 | i
CC(=O)c1cccc(Nc2cc(-c3ccc(C)cc3)nc(C)n2)c1 | i
CN(CCO)c1nc(Nc2ccc(F)cc2)c2cnn(-c3ccccc3)c2n1 | i
Cc1cc(C)c(CN2CCN(CC(=O)Nc3ccc4c(c3)OCCO4)S2(=O)=O)c(C)c1 | i
Cc1ccccc1S(=O)(=O)NCc1nc2cccnc2n1Cc1ccccc1Cl | i
Cc1cccc(CN(Cc2ccccc2)C(=O)c2nc(C)oc2C)n1 | i
O=C(CN1C(=O)C2CCCCN2c2ccc(C(=O)N3CCCCC3)cc21)Nc1ccc2c(c1)OCCO2 (stereo not given) | i
COCCn1cnnc1Cn1ccnc1-c1ccccc1C | i
COc1ccc(CC(=O)NCCn2c(C(F)(F)F)nc3cccnc32)c(Cl)c1 | i
CN(C)c1ncnc2c1CCN(C(=O)c1c[nH]c3c(F)cccc3c1=O)C2 | i
C(=C\c1ccccc1)/CN1CCN(CCn2cncn2)CC1 | i
CC(C)N(Cc1nccn1C)C(=O)[C@@H]1C[C@@H](NC(=O)c2cccs2)CN1 | i
Cc1cccc(C(=O)N2CCc3c(c(C(=O)NCc4ccccc4)nn3C)C2)c1 | i
COc1ccc(C(=O)Nc2ccccc2Sc2c(C)c(C)nc3nc(-c4ccccc4)nn23)cc1OC | i
COc1ccc(-n2ccnc2-c2nc(-c3cccs3)oc2C)cn1 | i
CC(C)C(NCC(=O)NCc1ccccc1F)c1ccccn1 (stereo not given) | i
CC(=O)c1ccc(C(=O)N2CCCC3(C=Cc4ccccc4O3)CC2)cc1 (stereo not given) | i
CCOc1ccc(N2CC(NC(=O)C(C)C)CC2=O)cc1 (stereo not given) | i
Cc1cc(Sc2ccccc2NC(=O)c2ccccc2Br)n2nc(-c3ccccc3)nc2n1 | i
CN(C)c1nc2c(c(NCCc3ccc(F)cc3)n1)CCNC2 | i
Cc1ccc(Cn2c(CNS(=O)(=O)c3ccccc3Cl)nc3cccnc32)cc1 | i
Cc1ccsc1[C@@H]1CCN(Cc2cncn2Cc2ccccc2)C[C@H]1O | i
O=C1CC2(CCN(C(=O)c3ccccc3OC(F)(F)C(F)F)CC2)CN1 | i
Cc1ccc(C)c(OCCNC2CCCNC2)c1 (stereo not given) | i
CNS(=O)(=O)c1ccc(CN2CCOC(CC3CCCCC3)C2)cc1 (stereo not given) | i
CCN1CCCC1CN1C(=O)c2c(NC(C)=O)c3cc(F)ccc3n2CC1(C)C(=O)NC1CCCC1 (stereo not given) | i
CC(NC(=O)c1cn(Cc2ccccc2F)nn1)c1ccccc1-n1cccn1 (stereo not given) | i
O=C(NCc1ccccc1)C1CCN(c2ncnc3c2nc2n3CCCCC2)CC1 | i
CCC(=O)c1ccc(OCC(=O)NC[C@@H]2C[C@@H]3C=C[C@H]2C32CC2)cc1 | i
O=C(NCCc1nc(-c2ccccc2)cs1)c1ccc(-n2cnnc2)cc1 | i
CCc1ccc(-c2nccn2-c2ccccc2CCO)o1 | i
CN(Cc1sc2ccccc2c1Cl)C(=O)CC1NC(=O)NC1=O (stereo not given) | i
CC(C)NC(=O)NCCc1nc2cccnc2n1C1CCCCC1 | i
Cn1nnnc1SCCNC(=O)c1cnc(-c2ccccc2)nc1 | i
Cc1ccc(CNC(=O)C2(C)Cn3nc(C(=O)NCc4ccc(C)o4)cc3C(=O)N2C)cc1 (stereo not given) | i
COc1ccc(NS(=O)(=O)c2cc(N3C(=O)CCS3(=O)=O)ccc2C)cc1 | i
O=C1CCC2(CCN1)CCN(C(=O)C/C=C/c1ccccc1)CC2 | i
CN(C)CC1(O)CCCN(c2nnnn2-c2ccccc2)CC1 (stereo not given) | i
COC(=O)c1c(NC(=O)c2ccc(Cl)s2)sc2c1CCN(Cc1ccccc1)C2 | i
O=C(CCc1c[nH]c2ccccc12)NCCc1n[nH]c2c1CCCC2 | i
Cc1ccc(CC(=O)NCCn2c(-c3ccccc3)nc3cccnc32)cc1 | i
COc1ccc(CN2CCc3[nH]cnc3C2C(C)C)cc1O (stereo not given) | i
CCOC(=O)N1CCC(NCc2csc(-c3cnccn3)n2)CC1 | i
CSc1nc(-c2ccccc2)c(C#N)c(N(CCO)CCO)n1 | i
CCCc1cc(CN(C)C(=O)c2ccc(=O)n(C)c2)[nH]n1 | i
COc1ccc(CCC(=O)NC2CC(=O)N(c3cccc(OC)c3)C2)cc1 (stereo not given) | i
CC(Oc1ccc(-n2cnc(-c3ccccc3)c2)cc1)C(N)=O (stereo not given) | i
Cc1ccccc1-c1nc(CSc2nc(C(F)(F)F)cc(=O)[nH]2)c(C)o1 | i

# The closing 3 compounds of the section before are carried over, then new ones follow.
SMILES | FECH inh
COc1ccc(CCC(=O)NC2CC(=O)N(c3cccc(OC)c3)C2)cc1 (stereo not given) | i
CC(Oc1ccc(-n2cnc(-c3ccccc3)c2)cc1)C(N)=O (stereo not given) | i
Cc1ccccc1-c1nc(CSc2nc(C(F)(F)F)cc(=O)[nH]2)c(C)o1 | i
Cc1nc2nc(C)c(NC(=O)Nc3cc(Cl)ccc3C)c(=O)n2[nH]1 | i
CCc1ccccc1NCc1cc(=O)n2[nH]c(NCc3ccc(F)cc3)nc2n1 | i
COc1ccc(C(=O)Nc2nc3n(n2)C(c2ccccc2Cl)C=C(c2ccc(C)cc2)N3)cc1 (stereo not given) | i
C=C(C)COc1cccc(C(=O)N(C)CC2(CO)CCOCC2)c1 | i
CCOc1ccccc1-c1cc(C(=O)OC)n(C)c1 | i
COC(=O)CN(c1nc2nc(C)cc(C)n2n1)S(=O)(=O)c1ccc(C)cc1 | i
CC(C)CN(C)C(=O)c1cn(C(c2ccccc2)c2ccccc2)nn1 | i
COCC1(C(=O)N(Cc2sccc2C)CC(C)C)CCC1 | i
CCC(C)Nc1nc(Nc2cc(OC)ccc2OC)c2cnn(-c3ccccc3)c2n1 (stereo not given) | i
CC(Cc1cn(CCn2[nH]c(=O)ccc2=O)nn1)c1ccccc1 (stereo not given) | i
Cc1ccccc1-c1cccc(C(=O)N2CCOC3(CNCCOC3)C2)c1 (stereo not given) | i
COC(=O)CC1=CC(=O)N(CC(=O)Nc2ccc(OC)cc2)c2ccccc2N1 | i
c1ccc(CN2CCC(NCc3cc(-c4ccco4)on3)CC2)nc1 | i
CCCCCN(c1nc2nc(C)c(Cl)c(C)n2n1)S(=O)(=O)c1ccccc1 | i
O=C(NCCc1ccco1)c1nc(N2CCCC2)c2oc3ccccc3c2n1 | i
CCN(CCO)c1nc(Nc2ccc(C)c(C)c2)c2cnn(-c3ccccc3)c2n1 | i
CC(CO)(CO)NC(=O)CCSc1ccc2c(c1)OCCO2 | i
O=C1CN(Cc2ccc(F)cc2Cl)S(=O)(=O)c2ccccc2N1Cc1ccccc1 | i
Cc1ccc(N2CC(NC(=O)c3cccc(Br)c3)CC2=O)cc1 (stereo not given) | i
CCN(C)c1ccnc(N2CCN(c3cc(C)nc(N)n3)CC2)n1 | i
Cc1cc(N2CCOCC2)nc(N2CCN(S(=O)(=O)c3ccc(F)cc3)CC2)n1 | i
CC(=O)c1ccc(NC(=O)CN2CCCN(Cc3ccc(C)cc3)S2(=O)=O)cc1 | i
Cc1csc(SCC(=O)N2Cc3cnc(CC(C)C)nc3C2)n1 | i
CN(Cc1ccccc1)S(=O)(=O)c1ccc(N2C(=O)CCS2(=O)=O)cc1 | i
CCc1c(C)nc2ncnn2c1Sc1ccc(NC(=O)Nc2ccc(Br)c(C)c2)cc1 | i
Cc1ccccc1-c1nc(COc2ccccc2OCC(N)=O)c(C)o1 | i
COc1ccc(N2C(=O)CCS2(=O)=O)cc1S(=O)(=O)NCCc1cccs1 | i
CN1C[C@H](Nc2nccc(CCC(F)(F)F)n2)C[C@H]1CO | i
Cc1cc(C)cc(Nc2nc(N(C)C)nc3c2cnn3-c2ccccc2)c1 | i

# Some of the entries above in a different format:
SMILES: COc1ccc(CN2CCc3[nH]cnc3C2C(C)C)cc1O (stereo not given)
  FECH inh: i

SMILES: CCOC(=O)N1CCC(NCc2csc(-c3cnccn3)n2)CC1
  FECH inh: i

SMILES: CSc1nc(-c2ccccc2)c(C#N)c(N(CCO)CCO)n1
  FECH inh: i

SMILES: CCCc1cc(CN(C)C(=O)c2ccc(=O)n(C)c2)[nH]n1
  FECH inh: i

# A portion of the library, so the mix of outcomes need not match the whole.
